All columns: NCI-60 one-dose screen, growth in % after 48 h at 10 µM unless noted; 100 = growth as untreated, 0 = no growth, -100 = all killed.
NCI-H322M: NCI-H322M lung cancer | AID 1794733 | 80,000 compounds, 2.7% hits
NCI-H23: NCI-H23 lung cancer. 80,000 compounds, 4% hits. AID 1794731
COLO 205: COLO 205 colon cancer; 79,000 compounds, 7.3% hits
NCI-H226: NCI-H226 lung cancer. 79,000 compounds, 3.5% hits
HT29: HT29 colon cancer; 81,000 compounds, 7.4% hits; AID 1794748
A498: A498 renal cancer cells. 76,000 compounds, 5.4% hits. AID 1794774
NCI-H460: NCI-H460 lung cancer; AID 1794736; 82,000 compounds, 6.8% hits
NCI-H522: NCI-H522 lung cancer; 78,000 compounds, 8% hits; AID 1794739
RXF 393: RXF 393 renal cancer cells; 77,000 compounds, 6.9% hits
* marks the source's active call; other numbers are inactive results. The calls were made as follows: active = growth percent below 10; inactive = the rest.

Start of the data: the first six records as a preview:
Screening O=C(CSc1nnc(Cc2ccccc2Nc2c(Cl)cccc2Cl)n1-c1ccccc1)N1N=C(c2ccc3ccccc3c2)CC1c1ccc(Cl)cc1 (stereo unspecified) returned NCI-H322M 91, NCI-H23 96, COLO 205 102, NCI-H226 99, HT29 86, A498 102, NCI-H460 106, NCI-H522 66 and RXF 393 124.
Screening Cc1ccn2c(C(=O)c3ccc(Br)cc3)cc(-c3cc(-c4ccc(N(C)C)cc4)c(C#N)c(N)n3)c2c1 returned NCI-H322M 41, NCI-H23 28, COLO 205 47, NCI-H226 61, HT29 35, A498 92, NCI-H460 54 and NCI-H522 45.
Screening COc1cc(C2C(C(=O)c3cccs3)=C(O)C(=O)N2CCN2CCOCC2)cc(OC)c1OC (stereo unspecified) returned NCI-H322M 102, NCI-H23 103, COLO 205 111, NCI-H226 103, HT29 103, A498 85, NCI-H460 101, NCI-H522 92 and RXF 393 100.
For O=C(OC1CCCC1)c1ccccc1Cl the results were NCI-H322M 100, NCI-H23 106, COLO 205 107, NCI-H226 104, HT29 105, A498 87, NCI-H460 101, NCI-H522 93 and RXF 393 112.
Screening CCc1ccc(Nc2ncnc3c2c(C)nn3-c2ccc(Cl)cc2)cc1 returned NCI-H322M 100, NCI-H23 95, COLO 205 103, NCI-H226 87, HT29 104, NCI-H460 98, NCI-H522 97 and RXF 393 105.
Screening O=C1C(c2nnc(-c3ccccc3)n2-c2ccc([N+](=O)[O-])cc2[N+](=O)[O-])=C(O)c2ccccc21 returned NCI-H322M 95, NCI-H23 102, COLO 205 117, NCI-H226 104, HT29 100, A498 82, NCI-H460 104, NCI-H522 90 and RXF 393 102.

Results (from the top)
Screening O=C(CSc1nnc(Cc2ccccc2Nc2c(Cl)cccc2Cl)n1-c1ccccc1)N1N=C(c2ccc3ccccc3c2)CC1c1ccc(Cl)cc1 (stereo unspecified) returned NCI-H322M 91, NCI-H23 96, COLO 205 102, NCI-H226 99, HT29 86, A498 102, NCI-H460 106, NCI-H522 66 and RXF 393 124.
Screening Cc1ccn2c(C(=O)c3ccc(Br)cc3)cc(-c3cc(-c4ccc(N(C)C)cc4)c(C#N)c(N)n3)c2c1 returned NCI-H322M 41, NCI-H23 28, COLO 205 47, NCI-H226 61, HT29 35, A498 92, NCI-H460 54 and NCI-H522 45.
Screening COc1cc(C2C(C(=O)c3cccs3)=C(O)C(=O)N2CCN2CCOCC2)cc(OC)c1OC (stereo unspecified) returned NCI-H322M 102, NCI-H23 103, COLO 205 111, NCI-H226 103, HT29 103, A498 85, NCI-H460 101, NCI-H522 92 and RXF 393 100.
For O=C(OC1CCCC1)c1ccccc1Cl the results were NCI-H322M 100, NCI-H23 106, COLO 205 107, NCI-H226 104, HT29 105, A498 87, NCI-H460 101, NCI-H522 93 and RXF 393 112.
Screening CCc1ccc(Nc2ncnc3c2c(C)nn3-c2ccc(Cl)cc2)cc1 returned NCI-H322M 100, NCI-H23 95, COLO 205 103, NCI-H226 87, HT29 104, NCI-H460 98, NCI-H522 97 and RXF 393 105.
Screening O=C1C(c2nnc(-c3ccccc3)n2-c2ccc([N+](=O)[O-])cc2[N+](=O)[O-])=C(O)c2ccccc21 returned NCI-H322M 95, NCI-H23 102, COLO 205 117, NCI-H226 104, HT29 100, A498 82, NCI-H460 104, NCI-H522 90 and RXF 393 102.
COc1cc(-c2ccc(NC(=O)N3CC3C)c(OC)c2)ccc1NC(=O)N1CC1C (stereo unspecified) was read as NCI-H322M 101, NCI-H23 105, COLO 205 104, NCI-H226 94, HT29 99, A498 96, NCI-H460 89, NCI-H522 100 and RXF 393 109.
For Cn1cc(-c2nn3cc(-c4ccncc4)nc3s2)c2ccccc21 the results were NCI-H322M 82, NCI-H23 95, COLO 205 62, NCI-H226 56, HT29 90, A498 103, NCI-H460 91, NCI-H522 79 and RXF 393 104.
Screening N/C(=N\Cl)C(Cl)(Cl)Cl returned NCI-H322M 106, NCI-H23 108, COLO 205 104, NCI-H226 101, HT29 104, A498 97, NCI-H460 102 and RXF 393 96.
`O=C(CC1(O)C(=O)Nc2ccc(Cl)cc21)c1cc2ccccc2oc1=O` (stereo unspecified) gave NCI-H322M 100, NCI-H23 88, COLO 205 120, NCI-H226 91, HT29 110, A498 140, NCI-H460 109, NCI-H522 86 and RXF 393 104.
FC(F)(F)c1nnc2n1NCCCS2 was read as NCI-H322M 96, NCI-H23 99, COLO 205 110, NCI-H226 92, HT29 100, A498 92, NCI-H460 105, NCI-H522 93 and RXF 393 104.
`Cn1c2ccc(Cl)cc2c2nn(Cc3ccccc3)c(=O)nc21` gave NCI-H322M 112, COLO 205 120, NCI-H226 86, HT29 102, A498 107, NCI-H460 105, NCI-H522 98 and RXF 393 102.
CC(C)N1CCC1CO (stereo unspecified) was read as NCI-H322M 98, NCI-H23 99, COLO 205 115, NCI-H226 102, HT29 95, A498 103, NCI-H460 100, NCI-H522 86 and RXF 393 99.
Screening O=C1NC(=O)C2(CCCCC2)N1 returned NCI-H322M 114, NCI-H23 100, COLO 205 97, NCI-H226 112, HT29 110, A498 104, NCI-H460 113 and RXF 393 117.
`NC(=O)c1cc2ccccc2cc1O` gave NCI-H322M 107, NCI-H23 102, COLO 205 102, NCI-H226 104, HT29 88, A498 113, NCI-H460 106, NCI-H522 78 and RXF 393 110.
For Brc1cnc2[nH]cc(-c3csc(-c4ccc5ccccc5c4)n3)c2c1 the results were NCI-H322M 97, NCI-H23 104, COLO 205 101, NCI-H226 98, HT29 102, A498 107, NCI-H460 99, NCI-H522 81 and RXF 393 105.
`Oc1ccccc1-c1cn2ccnc2c(-c2ccccc2O)n1` gave NCI-H322M 90, NCI-H23 80, COLO 205 93, NCI-H226 73, HT29 90, A498 32, NCI-H460 64, NCI-H522 51 and RXF 393 49.
COc1cc(/C=C/C(=O)c2ccc(-n3cc(CN4CCN(c5cc6c(cc5F)c(=O)c(C(=O)O)cn6C5CC5)CC4)nn3)cc2)cc(OC)c1OC was read as NCI-H322M 89, NCI-H23 78, COLO 205 112, NCI-H226 75, HT29 99, A498 35, NCI-H460 86, NCI-H522 88 and RXF 393 56.
Screening c1ccc(-c2cc(-c3cc(-c4ccccc4)on3)no2)cc1 returned NCI-H322M 90, NCI-H23 75, COLO 205 94, NCI-H226 99, HT29 21, A498 98, NCI-H460 45, NCI-H522 62 and RXF 393 75.
CCN1C(=O)N(CC)C2Nn3c(s/c(=C4\C(=O)N(CC(C)C)c5ccccc54)c3=O)=NC21 (stereo unspecified) was read as NCI-H322M 65, NCI-H23 43, COLO 205 4.6*, NCI-H226 84, HT29 86, A498 -6.4*, NCI-H460 24, NCI-H522 16 and RXF 393 -3.7*.
`S=C1N[C@@H]2[C@H](N1)N(c1ccccc1)C(=S)N2c1ccccc1` gave NCI-H322M 94, NCI-H23 101, COLO 205 101, HT29 104, A498 104, NCI-H460 111, NCI-H522 100 and RXF 393 115.
For CC(=O)Nc1ccc(OCc2ccccc2)cc1[N+](=O)[O-] the results were NCI-H322M 127, NCI-H23 103, COLO 205 118, NCI-H226 109, A498 81, NCI-H460 107, NCI-H522 109 and RXF 393 107.
C/C(=N\NC(=O)Cn1c2ccccc2c2ccncc21)c1ccccn1 was read as NCI-H322M 104, NCI-H23 104, COLO 205 107, NCI-H226 96, HT29 94, A498 101, NCI-H460 101, NCI-H522 90 and RXF 393 108.
For O=C1c2ccccc2CCC12OC2c1cn(-c2ccccc2)nc1-c1ccc(Cl)cc1 (stereo unspecified) the results were NCI-H322M 100, NCI-H23 103, COLO 205 94, NCI-H226 75, HT29 102, A498 92, NCI-H460 59, NCI-H522 87 and RXF 393 93.
`c1ccc(CC(Cc2ccccc2)c2ccccn2)cc1` gave NCI-H322M 97, NCI-H23 98, COLO 205 91, NCI-H226 92, HT29 100, A498 90, NCI-H460 106, NCI-H522 89 and RXF 393 102.
CC(=O)c1ccc(NC(=O)COc2ccc(C3SCC(=O)N3c3ccc(F)cc3)cc2)cc1 (stereo unspecified) was read as NCI-H322M 104, NCI-H23 98, COLO 205 109, NCI-H226 97, HT29 103, NCI-H460 109, NCI-H522 88 and RXF 393 109.
O=C1c2ccccc2C(=O)c2c1ccc1c(=O)[nH]nnc21 was read as NCI-H23 50, COLO 205 111, NCI-H226 89, HT29 109, A498 77, NCI-H460 95, NCI-H522 83 and RXF 393 94.
Cc1[nH]cnc1CNc1ccc2ncc(C#N)c(Nc3ccc(F)c(Cl)c3)c2c1 was read as NCI-H322M 21, NCI-H23 84, COLO 205 107, NCI-H226 92, HT29 89, A498 59, NCI-H460 82, NCI-H522 43 and RXF 393 77.
C/C(=N\Nc1nc(-c2ccc(Cl)cc2)cs1)c1nnn(-c2ccc(C(=O)O)cc2)c1C was read as NCI-H322M 97, NCI-H23 105, COLO 205 110, NCI-H226 111, HT29 91, A498 88, NCI-H460 100, NCI-H522 88 and RXF 393 113.
`CCN(CC)CCCC(Nc1c2ccc(Cl)cc2nc2ccc(OC)cc12)c1ccncc1` (stereo unspecified) gave NCI-H322M 65, NCI-H23 81, COLO 205 70, NCI-H226 94, HT29 44, A498 82, NCI-H460 66, NCI-H522 83 and RXF 393 65.
For Cc1c(C)c(C)c(CN2CCCC2)c(C)c1C the results were NCI-H322M 87, NCI-H23 104, COLO 205 115, NCI-H226 116, HT29 123, A498 101, NCI-H460 99 and RXF 393 109.
Screening O=c1nc(-c2ccccc2)cc(-c2cc3ccccc3nc2Cl)[nH]1 returned NCI-H322M 64, NCI-H23 34, COLO 205 45, NCI-H226 36, HT29 -42*, A498 104, NCI-H460 2.5*, NCI-H522 51 and RXF 393 -16*.
Screening CCCCCNN returned NCI-H322M 105, NCI-H23 105, COLO 205 113, NCI-H226 110, HT29 109, A498 96, NCI-H460 100, NCI-H522 93 and RXF 393 107.
For COC(=O)[C@@H]1CSCN1C(=O)C1=C(C)NC(=S)NC1c1ccc(O)c(OC)c1 (stereo partly specified) the results were NCI-H322M 106, NCI-H23 111, COLO 205 141, NCI-H226 94, HT29 102, A498 115, NCI-H460 112, NCI-H522 99 and RXF 393 149.
Screening CCc1c2cc(Cl)ccc2n2cc(Cc3ccccc3)[nH]c(=O)c12 returned NCI-H322M 84, NCI-H23 94, COLO 205 97, NCI-H226 100, HT29 110, A498 102, NCI-H460 91, NCI-H522 104 and RXF 393 116.
For COc1ccc(S(=O)(=O)NCCCNc2cc(-c3cn(-c4ccccc4)nc3-c3cccc(OC)c3)ccn2)cc1 the results were NCI-H322M 88, NCI-H23 51, COLO 205 33, NCI-H226 56, HT29 13, A498 44, NCI-H460 47, NCI-H522 61 and RXF 393 39.
Screening C[C@]1(CO)O[C@@H](n2cc(F)c(N)nc2=O)C[C@@H]1OCc1ccccc1 returned NCI-H322M 99, NCI-H23 90, COLO 205 111, NCI-H226 92, HT29 114, A498 106, NCI-H460 109, NCI-H522 104 and RXF 393 111.
`O=C(Nc1cc([N+](=O)[O-])ccc1O)c1ccc(C(=O)Nc2cc([N+](=O)[O-])ccc2O)cc1` gave NCI-H322M 97, NCI-H23 93, COLO 205 106, NCI-H226 102, HT29 108, A498 97, NCI-H460 105, NCI-H522 85 and RXF 393 98.
Screening CC1(C)CC[C@]2(C(=O)Nc3ccccn3)CC[C@]3(C)C(=CC[C@@H]4[C@@]5(C)C/C(=C/c6ccco6)C(=O)C(C)(C)[C@@H]5CC[C@]43C)[C@H]2C1 returned NCI-H322M 113, NCI-H23 73, COLO 205 94, NCI-H226 75, HT29 53, A498 92, NCI-H460 95, NCI-H522 60 and RXF 393 71.
`O=C(O)c1ccc(-n2cc(C(=O)O)c(-c3ccc(O)cc3)n2)cc1` gave NCI-H322M 95, NCI-H23 89, COLO 205 105, NCI-H226 101, HT29 101, A498 94, NCI-H460 100, NCI-H522 54 and RXF 393 107.
For CCOC(=O)C1=NN(c2ccccc2)C(=O)C1N=Nc1ccc(-c2ccc(N=NC3C(=O)N(c4ccccc4)N=C3C(=O)OCC)c(Cl)c2)cc1Cl (stereo unspecified) the results were NCI-H322M 101, NCI-H23 99, NCI-H226 95, HT29 107, A498 90, NCI-H460 115, NCI-H522 100 and RXF 393 94.
COc1cc(CN/C=C2\C[C@@H](C(=O)NCc3ccc(Cl)cc3Cl)NC2=O)cc(OC)c1OC was read as NCI-H322M 111, NCI-H23 100, COLO 205 107, NCI-H226 96, HT29 107, NCI-H460 108, NCI-H522 110 and RXF 393 107.

Quoted at random: 3 entries already listed, in no set order.
`c1ccc(CC(Cc2ccccc2)c2ccccn2)cc1` gave NCI-H322M 97, NCI-H23 98, COLO 205 91, NCI-H226 92, HT29 100, A498 90, NCI-H460 106, NCI-H522 89 and RXF 393 102.
Screening O=C1C(c2nnc(-c3ccccc3)n2-c2ccc([N+](=O)[O-])cc2[N+](=O)[O-])=C(O)c2ccccc21 returned NCI-H322M 95, NCI-H23 102, COLO 205 117, NCI-H226 104, HT29 100, A498 82, NCI-H460 104, NCI-H522 90 and RXF 393 102.
`O=C(O)c1ccc(-n2cc(C(=O)O)c(-c3ccc(O)cc3)n2)cc1` gave NCI-H322M 95, NCI-H23 89, COLO 205 105, NCI-H226 101, HT29 101, A498 94, NCI-H460 100, NCI-H522 54 and RXF 393 107.

Assay outcomes: PubChem BioAssay, NCI
